UTI89 phage lysis – inhibition of K1F phage lysis, E. coli UTI89, bacterial capsule biogenesis inhibitors, alamar blue (AID 488966) | E. coli UTI89 K1F phage lysis, alamar blue, 2 h; higher % means a stronger effect | one-dose inhibition, % at 100 µM; IC50 in µM for titrated hits | 340,000 compounds, 0.02% hits;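 active means phage lysis inhibition, versus mean bacterial control, above a set limit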;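 further: capsule biogenesis inhibitors block K1F phage lysis so surviving cells raise fluorescence; higher fluorescence means more inhibition of phage lysis; actives were called in the ten point dose series up to 300 µM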
Siah-1 displacement – Siah-1 peptide-binding antagonists, primary screen, biochemical, fluorescence polarization, rhodamine-plectin, uHTS (AID 1817); E3 ubiquitin-protein ligase SIAH1 (Homo sapiens); Siah-1 / rhodamine-plectin peptide fluorescence polarization; higher % means a stronger effect; one-dose displacement, % at 20 µM; IC50 in µM for titrated hits; 290,000 compounds, 0.02% hits;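 active means displacement of at least 50% at 20 µM, with a fluorescence ratio check between 0.3 and a set limit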;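 further: plate controls were Siah plus tracer with DMSO for no effect and tracer alone without Siah for full effect; strong numbers were not always called active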
HIV fusion peptide – inhibitors of HIV fusion peptide binding, primary screen, biochemical, uHTS, fluorescence dequenching (AID 1986); 290,000 compounds, 0.3% hits; inhibition, % at 20 µM, or IC50 in µM where a hit was titrated; cell-free peptide binding, fluorescence dequenching, 30 min; higher % means a stronger effect; in the data active means inhibition mostly above about 52%, no sharp cut-off; inactive means mostly below about 76%; further: some results filed as inactive read as strong as hits
NTR1 ag – agonists of NTR1, primary screen, imaging, U2OS cells, beta-arrestin-GFP, high content (AID 493036); Neurotensin receptor type 1 (Homo sapiens), P30989; activation, % at 20 µM; NTR1-U2OS beta-arrestin-GFP spot imaging, agonist mode; 330,000 compounds, 0.17% hits;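 active means activation at or above 40% of the spot to cytoplasm intensity ratio, with at least 20 cells analyzed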;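 further: 0% = DMSO without peptide and 100% = 100 nM NTR1 peptide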
Target sequence (P30989 whole entry, looked up): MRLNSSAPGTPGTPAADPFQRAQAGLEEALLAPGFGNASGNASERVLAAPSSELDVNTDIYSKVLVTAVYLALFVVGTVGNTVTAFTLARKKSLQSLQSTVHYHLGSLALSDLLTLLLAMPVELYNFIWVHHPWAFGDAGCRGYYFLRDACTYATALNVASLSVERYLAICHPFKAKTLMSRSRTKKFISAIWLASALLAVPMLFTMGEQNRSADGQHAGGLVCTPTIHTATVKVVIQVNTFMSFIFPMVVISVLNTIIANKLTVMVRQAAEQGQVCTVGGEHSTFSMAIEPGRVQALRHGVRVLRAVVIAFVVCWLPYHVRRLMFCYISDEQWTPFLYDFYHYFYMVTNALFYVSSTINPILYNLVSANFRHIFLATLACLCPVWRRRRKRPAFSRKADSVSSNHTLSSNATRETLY
GPR35 arrestin U2OS – GPR35 antagonists blocking zaprinast-driven arrestin recruitment, primary screen, imaging, U2OS, beta-arrestin-GFP, zaprinast agonist (AID 2058); G-protein coupled receptor 35 (Homo sapiens); U2OS GPR35 beta-arrestin-GFP translocation imaging, zaprinast antagonism; higher % means a stronger effect; inhibition, % at 10 µM; hits with a dose series show IC50 in µM; 290,000 compounds, 0.052% hits;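 active means inhibition of at least 50% with at least 30 cells and total cytoplasm GFP at most 10,000,000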
Dengue-2 NS5 capping – Dengue-2 NS5 methyltransferase inhibitors, primary screen, biochemical, confirmation dose response (AID 588689) | one-dose inhibition, % at 25 µM; IC50 in µM for titrated hits | Genome polyprotein (Dengue virus type 2 (strain 16681-PDK53)) | 340,000 compounds, 0.3% hits | Dengue-2 NS5 methyltransferase capping enzyme assay, biochemical; higher % means a stronger effect; in the data active means a potency from the dose series
GPR55 activation – GPR55 agonists via beta-arrestin recruitment, primary screen, imaging, U2OS cells, beta-arrestin-GFP redistribution (AID 1961); 290,000 compounds, 0.048% hits; U2OS GPR55 beta-arrestin-GFP redistribution imaging; higher % means a stronger effect; G-protein coupled receptor 55 (Homo sapiens); activation, % at 10 µM, or EC50 in µM where a hit was titrated;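 active means activation above 40% with more than 50 cells counted in the well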;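 further: U2OS osteosarcoma cells stably expressing GPR55 and beta-arrestin-GFP; plate controls were DMSO negative control for no effect and LPI positive control for full effect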
GPR55 antagonists – GPR55 antagonists blocking LPI-driven arrestin recruitment, primary screen, imaging, U2OS, beta-arrestin-GFP, LPI agonist (AID 2013) | G-protein coupled receptor 55 (Homo sapiens) | U2OS GPR55 beta-arrestin-GFP translocation imaging, LPI antagonism; higher % means a stronger effect | one-dose inhibition, % at 10 µM; IC50 in µM for titrated hits | 290,000 compounds, 0.13% hits;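 active means spots per cell inhibited over 60%, with over 100 cells counted and total cytoplasm intensity under 500,000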;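 further: U2OS cells stably carrying GPR55 and arrestin-GFP stimulated by 5 µM LPI near EC80; imaged beta-arrestin-GFP aggregate spots per cell after agonist stimulation; plate controls were LPI-stimulated DMSO wells for no effect and DMSO wells without LPI for full effect; some results filed as inactive read as strong as hits; confirmed hits need IC50 under 10 µM and bright autofluorescent wells are also inconclusive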
AID2073 – inhibitors of Mint1-CaV2.2 protein interaction, biochemical, HTRF (AID 2073). Voltage-dependent N-type calcium channel subunit alpha-1B (Homo sapiens). HTRF protein-protein interaction, Mint1-CaV2.2; higher % means a stronger effect. one-dose inhibition, % at 20 µM; IC50 in µM for titrated hits. 290,000 compounds, 0.19% hits; in the data active means inhibition mostly above about 51%, no sharp cut-off; further: some results filed as inactive read as strong as hits
NTR1 ag cell count 20 µM – also measured in NTR1 ag; calls as there; cell count; measured here: cell count, cytotoxicity flag
Dengue-2 NS5 capping pilot replicate – second read-out of Dengue-2 NS5 capping, no call of its own (marks repeat the call); inhibition, %; measured here: pilot screen replicate inhibition
* marks the source's active call; other numbers are inactive results; . = no result given; [ ] = dose if it differs, or a comment.

SMILES | UTI89 phage lysis | Siah-1 displacement | HIV fusion peptide | NTR1 ag | NTR1 ag cell count 20 µM | GPR35 arrestin U2OS | Dengue-2 NS5 capping | GPR55 activation | GPR55 antagonists | AID2073 | others
CC(=O)Nc1ccccc1OCC(=O)NCCc1ccc(Cl)cc1Cl | 4.4% | -8% | -1.7% | 4.3 | 43 | 6% | 4% | -0.2% | 10% | -1%
COC(=O)C1=C(N)Oc2cc(C)n(CC3CCCO3)c(=O)c2C1c1ccc(Cl)cc1 (configuration not stated) | 0.7% | -6% | -3.9% | 1.2 | 43 | 9% | 1% | -0.3% | 3% | 15%
CSCC[C@H](N)C(=O)NCC1CCC(C(=O)Nc2ccc3c(c2)OCO3)CC1 (some centres not stated) | 4.2% | -2% | -0.2% | 0.4 | 67 | 12% | -7% | 0.3% | -5% | -1%
O=C(NCCc1ccccc1)c1ccco1 | 1.4% | -1% | -0.7% | -1.0 | 57 | -8% | 4% | -0.1% | -7% | 7%
O=C(Nc1c2c(nn1-c1ccc([N+](=O)[O-])cc1)CS(=O)(=O)C2)c1cccs1 | 0.0% | -4% | -0.6% | 0.9 | 78 | 17% | 1% | 0.1% | -15% | -1%
O=C(c1cc2ncccn2n1)N1CCc2c([nH]c3ccccc23)C1c1ccccc1F (configuration not stated) | 0.1% | 3% | -0.7% | 7.8 | 54 | 45% | -7% | 0.5% | 14% | 17%
CCc1ccc(NC(=O)NCC2CCN(Cc3cccc(Cl)c3)CC2)cc1 | 0.1% | -5% | 0.6% | 0.0 | 77 | 4% | -17% | 0.3% | -3% | -4%
C=CCN1C(=O)CSc2ccc(C(=O)NCc3cccs3)cc21 | -0.1% | 0% | 0.2% | 1.6 | 61 | 1% | 1% | 0.2% | 8% | -3%
Cc1[nH]nc2c1C(C1CC=CCC1)C(C#N)=C(N)O2 (configuration not stated) | 0.1% | -1% | -1.2% | 0.6 | 55 | -6% | 3% | 0.0% | -2% | 1%
Cc1cc(/C=N/n2cnnc2)c(C)n1-c1cccc(Cl)c1 | -0.1% | -6% | -0.3% | 0.2 | 51 | 0% | -1% | -0.1% | 21% | 0%
Cc1ccccc1-n1c(-c2cccnc2)n[nH]c1=S | -0.1% | 0% | 0.6% | -1.2 | 63 | -15% | 2% | -0.1% | -1% | -24%
COc1ccc(C(=O)NCC2CCCO2)cc1 (configuration not stated) | 2.5% | -8% | 0.6% | -3.3 | 73 | 1% | 2% | 0.1% | -1% | -4%
O=C(O)c1cc(-c2ccc(/C=N/N3C(=O)C4C5C=CC(C6CC56)C4C3=O)o2)ccc1Cl (configuration not stated) | -3.2% | 9% | 2.1% | 0.3 | 32 | -16% | -5% | -0.8% | 1% | -4%
CCOC(=O)C1CCN(C(=O)c2ccc(CNS(=O)(=O)c3ccc(OC)cc3)cc2)CC1 | -0.1% | 22% | 0.7% | 1.8 | 48 | 1% | -8% | 0.1% | -7% | -10%
Cc1cc2nnc(SCC(=O)N3CCCCC3)n2c(N)n1 | 0.1% | -2% | -0.1% | -0.5 | 38 | -5% | 5% | 0.2% | 2% | 1%
CCCn1cc(C(CC(=O)O)C(=O)O)c2ccccc21 (configuration not stated) | 7.2% | 1% | 3.4% | -0.8 | 62 | -4% | -3% | -0.1% | 8% | 6%
C/C(=C\c1ccccc1)CN1CCN(C)CC1 | 0.0% | 9% | 2.0% | -0.6 | 62 | 3% | -1% | 1.1% | -5% | -3%
COc1ccc(OCC(=O)N2CCN(S(=O)(=O)c3ccc(Cl)cc3)CC2)cc1 | 0.0% | 0% | 0.1% | -0.4 | 50 | -3% | -1% | 0.0% | 6% | 7%
CCOC(=O)c1c(C)nc2c(c(SC)nn2-c2ccccc2)c1N | 5.6% | -1% | -1.1% | 9.4 | 36 | 14% | 0% | 0.3% | -14% | 9%
O=C(CN1C(=O)NC2(CCCCCC2)C1=O)NC1CCCCCCC1 | -0.2% | 4% | 0.6% | -0.8 | 42 | -9% | -7% | 0.0% | 4% | -4%
CCOC(=O)C1CCCNC1=O (configuration not stated) | 1.0% | 0% | -0.4% | 0.5 | 59 | -5% | -7% | -0.2% | -2% | -8%
Cc1cccc(C(=O)Oc2ccccc2/C=N/NC(=O)c2ccc(NC(=O)C(C)(C)C)cc2)c1 | 6.2% | 0% | 0.3% | -1.2 | 64 | -10% | -3% | 0.2% | 15% | 9%
COc1cc(OC)cc(C(=O)Nc2ccc(C(=O)c3ccncc3)cc2)c1 | 0.0% | -1% | -0.2% | 2.9 | 55 | 12% | 1% | -0.1% | 13% | -2%
Cc1ccc(N2C(N)=C(C#N)C(c3cc(CN4CCOCC4)cs3)C3=C2CC(C)(C)CC3=O)cc1 (configuration not stated) | 0.2% | 4% | 2.4% | -0.2 | 51 | -5% | -3% | 1.5% | 3% | 4%
CC(C)C[C@@H]1NC(=O)[C@H](C(C)C)NC(=O)c2cc([N+](=O)[O-])cc(I)c2NCC[C@@H](C(N)=O)NC1=O | . | -8% | 5.2% | 0.3 | 66 | -3% | . | 0.2% | 7% | -2%
CCOC(=O)N1CCN(c2cc(N3CCOCC3)c(F)cc2[N+](=O)[O-])CC1 | 0.3% | -2% | 0.0% | 1.2 | 62 | 3% | -3% | -0.1% | -1% | -8%
CCOc1cc(C2c3c(oc4ccccc4c3=O)C(=O)N2c2nccs2)ccc1O (configuration not stated) | -0.3% | 3% | -2.3% | 3.6 | 60 | -14% | 0% | 0.3% | 0% | 14%
Cc1ccccc1N(C(=O)c1csnn1)C(C(=O)NC1CCCCC1)c1ccncc1 (configuration not stated) | 0.1% | 2% | 0.4% | -0.3 | 45 | -2% | -1% | -0.2% | -1% | 4%
Cc1ccc(OCc2cc(C(=O)NCCc3cccnc3)no2)cc1C | 0.0% | -3% | -0.2% | 0.3 | 53 | 20% | -3% | -0.2% | 8% | 30%
Cn1cnc2c(NCc3ccco3)ncnc21 | 0.5% | 4% | 0.6% | 0.3 | 80 | 5% | 1% | 0.5% | 9% | 12%
O=C(O)c1cccc(Nc2ccc([N+](=O)[O-])c3nonc23)c1 | -0.2% | 2% | 7.1% | -0.8 | 83 | -12% | 1% | 0.8% | 7% | 6%
CCCC(=O)N=c1sc2c(OC)ccc(OC)c2n1C | 0.4%[50 µM] | 1% | -1.9% | 1.4 | 54 | -2% | -1% | -0.2% | 9% | 11%
CCOC(=O)N1CCN(C(c2ccc(C(C)C)cc2)c2sc3nc(C)nn3c2O)CC1 (configuration not stated) | -1.2% | -2% | 0.4% | 0.0 | 51 | -6% | -3% | 0.3% | -14% | -5%
CN(C)C(=O)/C(=C/c1cn(-c2ccccc2)nc1-c1cccc([N+](=O)[O-])c1)NC(=O)c1ccccc1 | 1.7%[50 µM] | -2% | 4.6% | 8.5 | 44 | 3% | -11% | 0.5% | 7% | 3%
O=C(O)CC12CC3CC(C1)CC(n1ncc(NCc4ccc(F)cc4Cl)c(Cl)c1=O)(C3)C2 | 0.5% | 4% | -3.2% | 3.6 | 46 | 5% | 3% | -0.3% | 2% | 13%
Cc1cnc(NC(=O)Cc2ccc(Br)cc2)s1 | 0.2% | 7% | 0.6% | 1.3 | 46 | 3% | -4% | -0.4% | -6% | -5%
COc1ccc(N2CCN(C(=O)CCS(=O)(=O)c3ccc4c(c3)CCN4C(=O)C3CC3)CC2)cc1 | 0.1% | 4% | -1.9% | -0.7 | 68 | 4% | 5% | 0.0% | -7% | -9%
CCc1nc(SCC(=O)NCCc2ccccc2)c2oc3ccccc3c2n1 | 0.2% | -2% | 2.0% | -1.8 | 89 | 10% | 1% | -0.1% | 9% | 8% | Dengue-2 NS5 capping pilot replicate=-2.1
CCCOc1ccc(C(=O)CCC(=O)NNC(=O)c2ccncc2)cc1 | -0.2% | 14% | 1.1% | 0.8 | 65 | 4% | -1% | -0.1% | 14% | 8%
CN(C)S(=O)(=O)c1ccc(C(=O)Nc2nnc(SCc3cccc4ccccc34)s2)cc1 | -2.6% | 2% | 0.9% | 5.7 | 67 | 3% | -5% | 0.2% | 16% | 10%
CC(=O)Nc1cccc2c1C(=O)N(c1ccccc1OC(C)=O)C2=O | -0.5% | -4% | -1.5% | 3.1 | 48 | 24% | 10% | -0.2% | -8% | 39%
COc1ccc(NC(=O)c2ccc(Br)o2)cc1 | 1.2% | -5% | -3.8% | -1.6 | 102 | 9% | -1% | 0.2% | 2% | -4%
Cc1cccc(C)c1NC(=O)C(C)N1CCCCC1 (configuration not stated) | 3.6% | 4% | -0.3% | 0.0 | 57 | -8% | -2% | 0.2% | 6% | 0%
FC(F)(F)c1ccc(NCc2ccccn2)nc1 | 0.2% | -4% | -0.9% | 0.0 | 81 | 10% | -2% | -0.1% | 7% | -4%
CN1/C(=C\C=N\NC(=O)c2ccccc2Br)C(C)(C)c2ccccc21 | 0.4% | 114% | 41% | 4.7 | 73 | -9% | 4% | 0.3% | 7% | 5%
CCCCOC(=O)C1[C@H]2C(=O)N(Cc3cccs3)C[C@]23C=C[C@H]1O3 (some centres not stated) | 2.0% | -2% | 0.0% | -0.7 | 57 | -2% | -11% | -0.2% | 11% | -8%
Cc1[nH]c2ccccc2c1C(=O)COC(=O)c1c(-c2c(F)cccc2Cl)noc1C | 5.2% | 1% | 1.7% | 8.8 | 53 | 1% | -2% | -0.1% | 26% | 7%
CCC1Oc2ccc(C)cc2N(CC(=O)N(Cc2cccnc2)Cc2cccc(F)c2)C1=O (configuration not stated) | -1.1% | 9% | 0.0% | 24 | 97 | -2% | -2% | -0.4% | 6% | -3%

Compounds listed so far containing a cyano group (two):
SMILES | UTI89 phage lysis | Siah-1 displacement | HIV fusion peptide | NTR1 ag | NTR1 ag cell count 20 µM | GPR35 arrestin U2OS | Dengue-2 NS5 capping | GPR55 activation | GPR55 antagonists | AID2073 | others
Cc1[nH]nc2c1C(C1CC=CCC1)C(C#N)=C(N)O2 (configuration not stated) | 0.1% | -1% | -1.2% | 0.6 | 55 | -6% | 3% | 0.0% | -2% | 1%
Cc1ccc(N2C(N)=C(C#N)C(c3cc(CN4CCOCC4)cs3)C3=C2CC(C)(C)CC3=O)cc1 (configuration not stated) | 0.2% | 4% | 2.4% | -0.2 | 51 | -5% | -3% | 1.5% | 3% | 4%

Screens (PubChem)

Not a hit list (roughly 1.2% active in at least one column).
